# Screens: PubChem BioAssay, SRMLSC
# SK-BR-3 tox 24h = SK-BR-3 proliferation inhibitors. SK-BR-3 viability, CellTiter-Glo ATP luminescence, 24 h; stronger effect = lower value. viability, % at 10 µM. actives 0.47% (n = 41,000). AID 847;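 active means viability at or below the median of all test compounds minus 3 SD, in both replicates if run twice, cut at about 45% in these data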;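 further: 100% = median untreated cell wells and 0% = median positive control drug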
# An asterisk follows results filed as active; & = joins results of further samples. This is a subset. The share of hits here may be higher or lower than overall.
SMILES,SK-BR-3 tox 24h
Cc1cc(C)nc(NS(=O)(=O)c2ccc(N3C(=O)C4CC=C(Cl)CC4C3=O)cc2)n1 (stereo not drawn),99
CN1CCc2c(sc3c2c(NCc2ccco2)nc2nnnn23)C1,96
N[C@@H](Cc1ccccc1)c1nnc2sc(SCc3ccccc3)nn12,76
CC(=O)N(C)c1ccc(OCC(O)CN(Cc2ccco2)S(=O)(=O)c2ccc(C)cc2)cc1 (stereo not drawn),88
O=C(CN1C2=NCCCN2c2ccccc21)c1ccc2c(c1)OCO2,82
O=C(CC(c1ccccc1)c1ccccc1O)NCCN1CCOCC1 (stereo not drawn),101
O=C(c1ccc(N2CCNCC2)cc1)c1cccnc1,91
COc1cc(OC)c(Cl)cc1N,101
Cc1ccc(C)c(NS(=O)(=O)c2cc(Br)cnc2N)c1,103
O=C(Nc1ccccc1)N1CCSCC1,90
O=C(c1ccccc1)N1CCN(Cc2c[nH]c3ccccc23)CC1,82
S=c1[nH]nc(-c2cccnc2)o1,80
COCCNC(=O)C1CCC(Cn2c(=S)[nH]c3ccccc3c2=O)CC1 (stereo not drawn),98
O=C(OCC(=O)N1CCN(c2ccccc2)CC1)c1ccccn1,86
CC(=O)c1cccc(NC(=O)N2CCCC2C(=O)Nc2c(C)cccc2C)c1 (stereo not drawn),117
Cc1cc(C)nc(Nc2ncc(O)n2-c2ccc(C)c(Cl)c2)n1,93
O=C(O)/C=C1\NC(=O)c2ccccc21,95
O=c1[nH]c(N2CCc3ccccc3C2)nc2c1CCC2,90
N#Cc1nc(Cc2cccc3ccccc23)oc1N1CCCCC1,89
O=C(O)Cc1nc2nc3c(c(=O)n2[nH]1)CCCC3,95
COc1ccc(N(CC(=O)NC2CCCC2)C(=O)Cn2nnc(-c3ccc(F)cc3)n2)cc1OC,92
O=C(O)C1CSCN1S(=O)(=O)c1cccc2nsnc12 (stereo not drawn),79
CC(=O)COc1ccc2c3c(c(=O)oc2c1)CCCC3,92
Cn1c(-c2ccc(F)cc2)cnc1NCc1ccc(C#N)cc1,98
CC(NO)C(C)(C)NO (stereo not drawn),85
# The results go on:
SMILES,SK-BR-3 tox 24h
COc1ccccc1NS(=O)(=O)c1ccc(OC)c(OC)c1,29*
COC(=O)c1ccc2[nH]c(C)cc(=O)c2c1,74
COc1ccc2c(Cl)c(C(=O)NC3CCS(=O)(=O)C3)sc2c1 (stereo not drawn),63
C[C@H](CCC(=O)O)[C@H]1CC[C@H]2[C@@H]3C(=O)C[C@@H]4CC(=O)CC[C@]4(C)[C@H]3CC(=O)[C@]12C,85
Cn1c(=O)cc(SCC(=O)N2CCCC2)c2ccc(Cl)cc21,87
COc1cccc(NC(=O)CNC(C)CCC(C)C)c1 (stereo not drawn),74
COC(=O)c1ccccc1NC(=O)c1ccc(-c2ccccc2F)o1,83
Cc1cc(C)cc(OCC(=O)N(Cc2cccs2)C2CCS(=O)(=O)C2)c1 (stereo not drawn),92
N#CC1(c2ccccc2)CCC(=NO)CC1 (stereo not drawn),90
COc1ccc(OC)c(N2C(=O)[C@@H]3C(c4ccccc4Cl)=NO[C@@H]3C2=O)c1,111
Cc1oc2c(c(=O)c1C)C(=O)CC(c1ccccc1)C2 (stereo not drawn),89
Cn1nnnc1SCC(=O)N1CCN(c2ccc(Cl)cc2)CC1,89
Cc1ccc(C)n1-c1ccc2c(c1)COC2=O,82
COC(=O)c1cn(NC(=O)c2cccnc2)c(=O)c2ccccc12,87
CC1CCN(C(=O)Cn2cc(C(=O)c3ccco3)c3ccccc32)CC1,80
O=C(NC1CCCCC1)c1cc2nc3c(c(C(F)(F)F)n2n1)CCCC3,95
COc1ccc(NC(=O)Cn2c(C)cc(=O)c3cccc(OC)c32)cc1,88
COc1cc(C2C(C#N)=C(N)Oc3cc(N)ccc32)cc(OC)c1OC (stereo not drawn),83
COc1ccc(NCc2nnc(SCC(=O)c3ccc(OC)cc3)n2C)cc1,75
Cc1ccc(Nc2nc(N)nc(CC#N)n2)cc1,89
Cc1cc(=O)[nH]c(Nc2ccc(C(=O)OC(C)C)cc2)n1,92
C=CCn1c(SCc2ccccc2)nnc1-c1cccnc1,99
Cc1ccc(C)c(NS(=O)(=O)c2ccc(NC(=O)c3ccco3)cc2)c1,78
COc1ccc(CCNC(=O)CSCc2n[nH]c(=O)[nH]2)cc1OC,111
CCOc1nc(-c2ccccc2)ccc1-c1noc(-c2ccncc2)n1,102

# Ordered by SMILES length (lowest first): 25 of the compounds above
SMILES,SK-BR-3 tox 24h
CC(NO)C(C)(C)NO (stereo not drawn),85
COc1cc(OC)c(Cl)cc1N,101
O=C(Nc1ccccc1)N1CCSCC1,90
S=c1[nH]nc(-c2cccnc2)o1,80
N#CC1(c2ccccc2)CCC(=NO)CC1 (stereo not drawn),90
O=C(O)/C=C1\NC(=O)c2ccccc21,95
Cc1ccc(C)n1-c1ccc2c(c1)COC2=O,82
O=C(c1ccc(N2CCNCC2)cc1)c1cccnc1,91
C=CCn1c(SCc2ccccc2)nnc1-c1cccnc1,99
CC(=O)COc1ccc2c3c(c(=O)oc2c1)CCCC3,92
O=C(O)C1CSCN1S(=O)(=O)c1cccc2nsnc12 (stereo not drawn),79
Cc1oc2c(c(=O)c1C)C(=O)CC(c1ccccc1)C2 (stereo not drawn),89
Cn1c(-c2ccc(F)cc2)cnc1NCc1ccc(C#N)cc1,98
CN1CCc2c(sc3c2c(NCc2ccco2)nc2nnnn23)C1,96
Cn1c(=O)cc(SCC(=O)N2CCCC2)c2ccc(Cl)cc21,87
Cc1cc(=O)[nH]c(Nc2ccc(C(=O)OC(C)C)cc2)n1,92
Cc1cc(C)nc(Nc2ncc(O)n2-c2ccc(C)c(Cl)c2)n1,93
N[C@@H](Cc1ccccc1)c1nnc2sc(SCc3ccccc3)nn12,76
COc1ccc(NCc2nnc(SCC(=O)c3ccc(OC)cc3)n2C)cc1,75
COc1ccc(NC(=O)Cn2c(C)cc(=O)c3cccc(OC)c32)cc1,88
O=C(NC1CCCCC1)c1cc2nc3c(c(C(F)(F)F)n2n1)CCCC3,95
CC(=O)c1cccc(NC(=O)N2CCCC2C(=O)Nc2c(C)cccc2C)c1 (stereo not drawn),117
COc1ccc(OC)c(N2C(=O)[C@@H]3C(c4ccccc4Cl)=NO[C@@H]3C2=O)c1,111
COc1ccc(N(CC(=O)NC2CCCC2)C(=O)Cn2nnc(-c3ccc(F)cc3)n2)cc1OC,92
C[C@H](CCC(=O)O)[C@H]1CC[C@H]2[C@@H]3C(=O)C[C@@H]4CC(=O)CC[C@]4(C)[C@H]3CC(=O)[C@]12C,85

# Continued.
SMILES,SK-BR-3 tox 24h
O=C(CC1SCCNC1=O)Nc1cccc(Cl)c1 (stereo not drawn),109
NC(=O)c1cc(S(=O)(=O)NC2CCCCC2)co1,78
O=C(OCC#CCSc1nnc(-c2cccc3ccccc23)o1)c1cccs1,97
Cc1cc(C)nc(NC2=NCC(=O)N2c2cccc(Cl)c2)n1,83
COC(=O)c1cc(OC)c(OC)cc1NC(=O)Cn1nnc(-c2ccccc2Cl)n1,92
Cc1nc2ccccc2c(=O)n1NC(=O)c1ccccc1Cl,66
Cc1c(O)c(CN2CCCCC2)cc2c3c(c(=O)oc12)CCC3,87
N[C@@H](Cc1ccccc1)c1nnc(SCc2ccccc2Cl)o1,108
CCCCCOC(=O)C(C)c1c(C)[nH]c(=S)[nH]c1=O (stereo not drawn),90
Cc1cc(S(=O)(=O)N2CCCC2)ccc1OCC(=O)N1CCOCC1,102
CCOC(=O)/C(C#N)=C1/C=Nc2ccccc2N1,125
CC(C)n1c(SCc2ccc(Cl)cc2)nc2c1c(=O)[nH]c(=O)n2C,76
COc1ccccc1OCC(=O)Nc1ccc(O)cc1C(=O)O,123
CCOC(=O)c1sc(NC(=O)c2cc3c(C)nn(-c4ccccc4)c3s2)nc1C,80
CCN(CCNC(=O)C1CC(=O)N(CCc2ccccc2)C1)c1ccccc1 (stereo not drawn),90
COc1cccc(NC(=O)c2ccco2)c1,104
CCC(C)(C(=O)NC1CCCCC1)N(C(=O)C1CCC(=O)N1)c1ccc(C)cc1 (stereo not drawn),107
CC(=O)[C@@]1(O)CC[C@H]2[C@@H]3C[C@H](C)C4=CC(=O)CC[C@]4(C)[C@H]3CC[C@@]21C,86
CCOC(=O)N1CCN(C(=O)C2CCCN(S(=O)(=O)c3cc(C)ccc3OC)C2)CC1 (stereo not drawn),78
CCOC(=O)c1c(C)[nH]c(C(=O)COC(=O)CNC(=O)C2CCCCC2)c1C,94
O=C(Cn1cc(/C=N/O)c2ccccc21)N1CCOCC1,96
CCOCCCNc1nc2c([nH]1)c(=O)n(C)c(=O)n2C,96
CCCC(=O)Nc1cccc(NC(=O)c2ccc3c(c2)OCO3)c1,78
CCSc1nc2c(c(=O)[nH]1)C(c1cccnc1)C(C(=O)OC)=C(C)N2 (stereo not drawn),98
CCOC(=O)C1CCN(S(=O)(=O)c2ccc(OCC)cc2)CC1,75
# Following part
SMILES,SK-BR-3 tox 24h
O=C(NCCCN1CCN(c2ccccc2F)CC1)C1CCN(S(=O)(=O)N2CCOCC2)CC1,74
CC(C)Cc1nc2oc3c(=O)[nH]cnc3c2c2c1CCC2,108
CC(C)Cn1c(NCCN(C)C)nc2c1c(=O)[nH]c(=O)n2C,90
CCc1n[nH]c2c1/C(=N\O)CC(c1ccccc1)C2 (stereo not drawn),61
O=C(O)CCC(=O)NCC1OCCc2ccccc21 (stereo not drawn),106
CC1CC2(CC(C)(C(=O)CSc3nc4ccccc4s3)OC2=O)C(=O)O1 (stereo not drawn),94
COC(=O)c1cc(-c2cccc(OC)c2)on1,100
N#Cc1cnn(CC2CCCCC2)c1N,98
Cc1noc(NS(=O)(=O)c2ccc(N)cc2)c1C,126&88
CC(=O)c1cccc(NC(=O)CN(c2cccc(F)c2)S(C)(=O)=O)c1,83

# A different layout for three compounds above.
Compound	SK-BR-3 tox 24h
CC(C)Cn1c(NCCN(C)C)nc2c1c(=O)[nH]c(=O)n2C	90
CCc1n[nH]c2c1/C(=N\O)CC(c1ccccc1)C2 (stereo not drawn)	61
O=C(O)CCC(=O)NCC1OCCc2ccccc21 (stereo not drawn)	106
